DNMT1 block: blocks human DNA methyltransferase DNMT1; 360,000 tested, 0.83% active; inhibition (reported as % activation of signal), % at 10 µM; AID 588458; P26358; DNMT1 molecular beacon, Hinp1I cleavage, fluorescence; in the data active means inhibition above about 50%
CSN deneddyl inh: inhibitors of human CSN-mediated cullin deneddylation; Q92905; Purified CSN, SCF-Nedd8-OG deneddylation, fluorescence polarization; inhibition, % at 12.5 µM; 360,000 tested, 0.38% active;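 active means pattern-corrected inhibition above about 35%, with an unprinted fluorescence ratio check between 0.5 and 1.5, limit read from the data, passing the limit was not always enough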;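 further: 0% = enzyme with substrate and 100% = substrate without enzyme; some results filed as inactive read as strong as hits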
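Assay system: purified human Csn5 enzyme expressed in HEK293T cells; Input: 0.24 nM Csn5 enzyme, final concentration; Reagent: 10 nM SCFSkp2-Nedd8OG; Compound dosing: 12.5 µM single point; Times: reaction 90 min, room temperature; Technique: fluorescence polarization readout.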
NadD inh: inhibitors of Staphylococcus aureus NadD | purified NadD enzyme, colorimetric absorbance read-out | inhibition, % at 20 µM | 360,000 tested, 0.78% active | AID 602399; in the data active means inhibition above about 26%; further: some compounds past the cut are filed as inactive
MLLE-PAM2 inh: blocks PAM2 peptide binding to the PABP1 MLLE domain; AID 588489; inhibition, % at 20 µM; 360,000 tested, 0.36% active; GST-MLLE / FITC-PAM2 fluorescence polarization; in the data active means inhibition above about 35%, passing the limit was not always enough;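 further: plate controls were DMSO wells with GST-MLLE for no effect and wells lacking GST-MLLE protein for full effect; some results filed as inactive read as strong as hits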
Target sequence (P11940 whole entry, looked up, the tested form may be a part): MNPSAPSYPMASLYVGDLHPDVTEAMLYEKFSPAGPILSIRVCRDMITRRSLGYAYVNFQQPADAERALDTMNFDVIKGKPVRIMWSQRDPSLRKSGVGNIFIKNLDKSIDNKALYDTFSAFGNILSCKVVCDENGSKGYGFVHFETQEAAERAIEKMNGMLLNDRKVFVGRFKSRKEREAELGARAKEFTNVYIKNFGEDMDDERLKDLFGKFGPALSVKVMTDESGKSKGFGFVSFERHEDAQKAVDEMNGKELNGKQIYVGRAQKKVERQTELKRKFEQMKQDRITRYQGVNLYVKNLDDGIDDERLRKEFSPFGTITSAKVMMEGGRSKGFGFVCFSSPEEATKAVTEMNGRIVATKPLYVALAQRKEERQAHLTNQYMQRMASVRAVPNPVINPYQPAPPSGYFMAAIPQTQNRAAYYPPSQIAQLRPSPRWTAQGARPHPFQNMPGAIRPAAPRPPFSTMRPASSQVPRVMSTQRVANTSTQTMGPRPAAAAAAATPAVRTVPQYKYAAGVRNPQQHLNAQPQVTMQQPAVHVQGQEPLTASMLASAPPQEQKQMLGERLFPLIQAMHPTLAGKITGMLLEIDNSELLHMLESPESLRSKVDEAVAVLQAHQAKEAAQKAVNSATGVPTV
Tb MetRS inh: blocks T. brucei methionyl-tRNA synthetase activity | purified T. brucei MetRS, ATP depletion, Kinase-Glo luminescence | inhibition, % at 11.9 µM | 360,000 tested, 0.4% active | AID 624268;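 active means inhibition above a per-plate cutoff of the control wells' mean inhibition plus 3 SD, cut at about 5.5% in these data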;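 further: 0% = DMSO wells median and 100% = median of wells with control inhibitor compound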
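Dosing: 11.9 µM single point; system: parasite MetRS enzyme; technique: luminescence of leftover ATP; times: 15 min enzyme-compound preincubation, 2 h reaction, 10 min detection, 25 °C; replicates: each compound tested once; read-out basis: percent inhibition relative to median high and low control wells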
SUMO1 PPI mod: alters human SUMO1 binding to SIM partners | 360,000 tested, 0.33% active | inhibition, % at 20 µM | P63165 | SUMO1 binding to a labelled peptide, TR-FRET, 1 h; in the data active means inhibition above about 37%
Target sequence (P63165 whole entry, looked up): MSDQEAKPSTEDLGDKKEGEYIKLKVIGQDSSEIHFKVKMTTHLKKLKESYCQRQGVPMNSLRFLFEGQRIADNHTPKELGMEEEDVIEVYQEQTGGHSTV
Scp1 inh: inhibitors of human Scp-1 phosphatase | Q9GZU7 | 340,000 tested, 0.88% active | Recombinant Scp1, phosphopeptide, malachite green phosphate absorbance | inhibition, % at 20 µM;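 active means inhibition above about 50% at 20 µM, limit read from the data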;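 further: plate controls were DMSO wells with enzyme for no effect and wells lacking enzyme for full effect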
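Material: truncated SCP-1 phosphatase (76-261aa) / Buffer or medium: 50 mM Tris acetate pH 5.5, 0.005% Tween-20, 10 mM MgCl2 / Compound dosing: one concentration, 20 µM, with 1.0% DMSO / Incubation: 45 min room-temperature reaction, 5 min colour, 30 min stabiliser / Detection: colorimetric free-phosphate detection, absorbance 630 nm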
STEP inh: STEP (human) phosphatase inhibition. P54829. recombinant STEP, OMFP fluorogenic substrate, fluorescence. inhibition, % at 20 µM. 360,000 tested, 0.25% active;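 active means inhibition at 20 µM, scaled per plate between control wells, above about 37%, limit read from the data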;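 further: 0% = DMSO with enzyme and substrate and 100% = substrate only without enzyme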
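Test system: STEP tyrosine phosphatase / Reagent: OMFP at 25 µM / Doses: 20 µM, 1% DMSO / Read-out: percent inhibition scaled to no-enzyme and uninhibited-enzyme controls, plate-pattern corrected / Detection: FITC-channel fluorescence of OMFP product / Medium: Bis-Tris buffer pH 6.0, 2.5 mM DTT, 0.005% Tween 20 / Schedule: 20 min at room temperature, dark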
Rpn11 block: inhibitors of human proteasome Rpn11; O00487; human 26S proteasome, Ub4-pepOG fluorescence polarization; 20S core pre-blocked with epoxomicin; calls only at 20 µM; 360,000 tested, 0.59% active;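 active means inhibition at 20 µM, scaled to each plate's controls, above about 33%, limit read from the data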
LMPTP block: blocks human LMPTP phosphatase; recombinant LMPTP-A, OMFP fluorogenic substrate, fluorescence intensity; inhibition, % at 20 µM; 360,000 tested, 0.22% active; AID 651560;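 active means compounds that cut the enzyme signal by at least half of the control window in the single-dose screen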;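 further: plate controls were DMSO wells with enzyme plus substrate for no effect and substrate without enzyme for full effect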
Target sequence (P24666 whole entry, looked up): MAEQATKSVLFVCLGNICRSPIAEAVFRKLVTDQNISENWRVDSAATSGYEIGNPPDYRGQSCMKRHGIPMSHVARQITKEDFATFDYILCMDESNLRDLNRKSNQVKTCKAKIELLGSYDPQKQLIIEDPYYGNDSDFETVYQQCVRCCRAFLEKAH
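Assay system: LMPTP-A phosphatase enzyme | Input: 0.625 nM enzyme | Also added: Fluorogenic phosphatase substrate OMFP at 400 µM final | Compound dosing: One test concentration per compound, 20 µM, with 3% DMSO overall | Schedule: 50 min enzyme reaction at room temperature, protected from light | Signal: Fluorescence intensity | Benchmarks: no-enzyme and uninhibited controls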
* = called active by the depositor; i = inactive; . = not tested or not shown.

1	O=C(CN1C(=O)NC2(CCCCC2)C1=O)Nc1ccc(S(=O)(=O)N2CCOCC2)cc1
2	O=C(C1=C(O)C(=O)N(CC2CCCO2)C1c1ccccc1Cl)c1ccco1 (stereo not given)
3	COc1cc(F)c(C(=O)NC(C)(C)CO)cc1OC
4	COc1cc2c(cc1N/C=C(\C#N)c1nc(-c3ccccc3)cs1)oc1ccccc12
5	COc1ccccc1NCCC(=O)OCC(=O)Nc1cc([N+](=O)[O-])ccc1F
6	CC(=O)[C@H]1CC[C@H]2[C@@H]3C=CC4=CC(=O)CC[C@@]4(C)[C@@H]3CC[C@]12C
assay / compound	1	2	3	4	5	6
DNMT1 block	1	-1	4	2	-2	0
CSN deneddyl inh	9	-1	1	-18	-2	-2
NadD inh	1	-1	-7	16	1	0
MLLE-PAM2 inh	-11	-1	5	5	-6	-4
Tb MetRS inh	-0.7	-1.0	-0.1	-0.8	-0.3	-0.4
SUMO1 PPI mod	-4	1	2	2	-21	-18
Scp1 inh	-5	9	-7	-7	-5	-9
STEP inh	-2	2	2	-3	-3	3
Rpn11 block	i	i	i	i	i	i
LMPTP block	-2.1	-0.7	-0.5	0.2	-0.2	-0.9

As entered above.
O=C(CN1C(=O)NC2(CCCCC2)C1=O)Nc1ccc(S(=O)(=O)N2CCOCC2)cc1 – STEP inh = -2
COc1cc(F)c(C(=O)NC(C)(C)CO)cc1OC – LMPTP block = -0.5
O=C(C1=C(O)C(=O)N(CC2CCCO2)C1c1ccccc1Cl)c1ccco1 (stereo not given) – MLLE-PAM2 inh = -1
CC(=O)[C@H]1CC[C@H]2[C@@H]3C=CC4=CC(=O)CC[C@@]4(C)[C@@H]3CC[C@]12C – SUMO1 PPI mod = -18

Additional records:
7	COc1ccc(-c2cn(-c3ccc(C)c(Cl)c3)c(=S)[nH]2)cc1OC
8	Fc1ccc(CNc2ccc(N3CCN(Cc4ccccc4)CC3)cc2)cc1
9	Clc1cccc(Nc2ncnc3ccc(Br)cc23)c1
10	Nc1c(C(=O)NC2CCCC2)sc2nc(-c3cccs3)ccc12
11	CN(C)/C=C(\C(=O)c1cccc(Cl)c1)c1nnnn1-c1ccccc1
12	Cc1ccc(C(C)C)c(OCC(=O)OCc2c(C)noc2C)c1
assay / compound	7	8	9	10	11	12
DNMT1 block	-3	62*	-2	-4	-3	10
CSN deneddyl inh	-2	2	0	3	1	-1
NadD inh	-17	2	-4	16	-1	-4
MLLE-PAM2 inh	-28	4	-12	17	5	1
Tb MetRS inh	-1.3	0.5	0.3	-0.1	2.2	0.4
SUMO1 PPI mod	0	-1	-2	-5	2	-4
Scp1 inh	6	6	18	-8	0	-12
STEP inh	1	2	-1	3	0	1
Rpn11 block	i	i	i	i	i	i
LMPTP block	-2.0	1.6	1.4	0.9	-1.1	2.2

13	O=C(CSc1nnc(-c2ccc(F)cc2)o1)NC1CCCCC1
14	Nc1c(C(=O)O)sc2nc3c(cc12)CCCC3
15	COc1ccc(NS(=O)(=O)c2cccc(NC(=O)COc3ccccc3[N+](=O)[O-])c2)cc1
16	O=C(O)c1cccc(NS(=O)(=O)c2cccc3nsnc23)c1
17	CCN(CC(=O)Nc1c(F)cccc1F)C(=O)c1ccc2c(c1)C(=O)N(c1ccccc1C)C2=O
18	COc1ccccc1Cn1c(=S)[nH]c2cc(C(=O)N3CCN(c4ccccc4OC)CC3)ccc2c1=O
assay / compound	13	14	15	16	17	18
DNMT1 block	-3	7	-3	18	2	-4
CSN deneddyl inh	-1	-1	1	-4	-7	1
NadD inh	-5	-2	-3	0	5	10
MLLE-PAM2 inh	4	5	12	5	11	-78
Tb MetRS inh	-0.8	-0.2	0.1	-0.8	-0.3	-0.8
SUMO1 PPI mod	1	2	-1	-20	-20	-1
Scp1 inh	-1	-5	0	-6	.	-2
STEP inh	-2	3	2	-3	-3	5
Rpn11 block	i	i	i	i	i	i
LMPTP block	0.6	-1.7	1.3	0.1	-0.9	1.8

19	Cc1ccc(/C=C2\SC(=O)N(CCC(=O)N3CCN(C)CC3)C2=O)cc1
20	COCCCN(Cc1ccccn1)S(=O)(=O)Cc1ccccc1
21	O=S(=O)(Cc1ccccc1Cl)NCCc1ccccc1
22	COCCNC(=O)C1(C)CCN(Cc2noc(-c3c(C)noc3C)n2)C1 (stereo not given)
23	O=C(O)c1ccc(CSc2nnc(COc3ccccc3)o2)cc1
24	COc1ccc(-n2c(SCC(=O)Nc3ccccc3C)nc(O)c(Cc3ccccc3)c2=O)cc1
assay / compound	19	20	21	22	23	24
DNMT1 block	-1	3	-2	6	0	1
CSN deneddyl inh	1	-1	1	-9	-11	2
NadD inh	-1	-3	-7	-5	-6	8
MLLE-PAM2 inh	4	5	2	8	-4	25
Tb MetRS inh	-0.6	-1.0	-0.6	0.5	0.1	-0.1
SUMO1 PPI mod	-42	-2	3	3	-2	6
Scp1 inh	-8	-9	-6	.	-6	-11
STEP inh	1	4	1	-3	0	-1
Rpn11 block	i	i	i	i	i	i
LMPTP block	-0.9	-1.0	0.0	-1.1	0.0	0.2

25	COc1ccc(C=C2CCC3C(=O)CCCC3(C)C2=O)cc1 (stereo not given)
26	COc1cc(OC)c2ccc(=O)oc2c1C(CC(=O)N1CCOCC1)c1ccc2c(c1)OCO2 (stereo not given)
27	COc1ccc(-c2nn3c(-c4ccccc4)nnc3s2)cc1
28	O=C(NCCc1ccccc1)C(=O)c1c(-c2ccccc2)[nH]c2ccccc12
29	CC(=O)Nc1cc(C(=O)OCC(=O)c2ccc(Cl)cc2Cl)ccc1C
30	Cc1ccnc(NS(=O)(=O)c2ccc(N3C(=O)c4c(Cl)c(Cl)c(Cl)c(Cl)c4C3=O)cc2)n1
assay / compound	25	26	27	28	29	30
DNMT1 block	2	2	-6	-2	6	12
CSN deneddyl inh	4	8	3	8	-3	4
NadD inh	-5	1	2	-5	1	34*
MLLE-PAM2 inh	-10	15	10	-6	13	4
Tb MetRS inh	0.4	0.2	-0.1	1.3	0.1	0.1
SUMO1 PPI mod	-23	7	9	0	-1	29
Scp1 inh	.	-6	-18	-23	-10	67*
STEP inh	1	1	2	3	-1	17
Rpn11 block	i	i	i	i	i	i
LMPTP block	-1.1	0.8	1.3	1.5	-1.1	0.2

31	c1ccc(-n2ncc3c(NCc4cccnc4)ncnc32)cc1
32	O=C(NC(=S)N1CCOCC1)c1cc2ccccc2o1
33	O=C(CCC(=O)c1ccc(Cl)cc1)NCc1ccccc1
34	COc1ccc(NC(=O)CN2C(=O)COc3ccccc32)cc1OC
35	CCN(CC)c1ccc(NC(=S)NC(=O)Cc2ccccc2)cc1
36	N#Cc1cccnc1N1CCN(C(=O)c2ccco2)CC1
assay / compound	31	32	33	34	35	36
DNMT1 block	0	1	3	1	-4	1
CSN deneddyl inh	4	-3	0	4	-13	-3
NadD inh	4	1	-3	4	-6	-5
MLLE-PAM2 inh	11	-8	-8	6	15	2
Tb MetRS inh	0.1	-0.6	-0.3	-0.9	-0.5	-0.1
SUMO1 PPI mod	3	-1	11	0	-2	6
Scp1 inh	-2	-7	-7	-4	-5	-10
STEP inh	-4	2	-3	0	1	-4
Rpn11 block	i	i	i	i	i	i
LMPTP block	0.5	0.3	-0.5	-1.2	2.5	-2.0

37	CN(CC1CCOCC1)C(=O)CC1C(=O)NCCN1Cc1ccc(Cl)c(F)c1 (stereo not given)
38	CCN(CC)S(=O)(=O)c1ccc(C(=O)Nc2nnc(COC)o2)cc1
39	O=C(CC1CCCCC1)NCCOc1ccccc1
40	CCOc1ncccc1C(=O)Nc1cccc(-n2cnnn2)c1C
41	CNC(=O)C1CC(=O)N(c2ccc(OCC(=O)N3CCCC3)cc2)C1 (stereo not given)
42	CC1=C(C(=O)O)CC(S(=O)(=O)O)C1(C)C (stereo not given)
assay / compound	37	38	39	40	41	42
DNMT1 block	-1	3	1	1	-2	4
CSN deneddyl inh	0	7	1	-6	4	-9
NadD inh	-5	2	-6	1	3	2
MLLE-PAM2 inh	11	2	2	-7	4	-11
Tb MetRS inh	-0.1	-0.6	0.6	-0.2	-0.9	0.0
SUMO1 PPI mod	-5	1	2	-5	5	5
Scp1 inh	-7	-1	-10	-3	-3	15
STEP inh	-3	-3	-4	0	-2	1
Rpn11 block	i	i	i	i	i	i
LMPTP block	-1.4	-0.9	-1.1	0.7	-0.9	-0.1

3 compounds already listed, ordered by the value under SUMO1 PPI mod, falling:
nr	Molecule	SUMO1 PPI mod
11	CN(C)/C=C(\C(=O)c1cccc(Cl)c1)c1nnnn1-c1ccccc1	2
8	Fc1ccc(CNc2ccc(N3CCN(Cc4ccccc4)CC3)cc2)cc1	-1
1	O=C(CN1C(=O)NC2(CCCCC2)C1=O)Nc1ccc(S(=O)(=O)N2CCOCC2)cc1	-4

Next entries follow.
43	O=C(O)C(Cc1c[nH]c2ccccc12)N1C(=O)C2C3c4ccccc4C(c4ccccc43)C2C1=O (stereo not given)
44	CC1(C)CC(=O)C2=C(C1)OC(N)=C(C#N)C2c1cn(-c2ccccc2)nc1-c1ccc(F)cc1 (stereo not given)
45	COc1ccc(CCN2CCCn3c2nc2c3c(=O)n(C)c(=O)n2C)cc1OC
46	Cn1ccnc1C(=O)C1CCCN(Cc2cn[nH]c2-c2ccc(-c3ccccc3)cc2)C1 (stereo not given)
assay / compound	43	44	45	46
DNMT1 block	-1	-11	1	-9
CSN deneddyl inh	-8	2	-1	-1
NadD inh	2	10	-6	-8
MLLE-PAM2 inh	2	-20	-9	-2
Tb MetRS inh	0.1	0.3	-1.2	0.1
SUMO1 PPI mod	-1	1	4	0
Scp1 inh	0	-11	-6	-17
STEP inh	-1	-2	1	0
Rpn11 block	i	i	i	i
LMPTP block	-1.3	2.3	-0.5	-0.6
